MgcRacGAP inhibition: MgcRacGAP GTPase-activating activity inhibitors, confirmation, biochemical, ADP Hunter fluorescence | AID 624330 | 340,000 tested, 0.6% active | MgcRacGAP-stimulated Rac1 GTP hydrolysis, ADP Hunter fluorescence; higher % means a stronger effect; GST-tagged Rac1 F28L mutant substrate | one-dose inhibition, % at 30 µM; IC50 in µM for titrated hits;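 active = first-screen hits whose inhibition reached a set limit at any dose in the follow-up dose series; inconclusive = inhibition above the set first-screen limit but never retested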;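 also: fluorescence reports GDP produced by GAP-driven GTP hydrolysis; strong numbers were not always called active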
GPR55 antagonists: GPR55 antagonists blocking LPI-driven arrestin recruitment, primary screen, imaging, U2OS, beta-arrestin-GFP, LPI agonist (AID 2013). 290,000 tested, 0.13% active. one-dose inhibition, % at 10 µM; IC50 in µM for titrated hits. U2OS GPR55 beta-arrestin-GFP translocation imaging, LPI antagonism; higher % means a stronger effect;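 active = spots per cell inhibited over 60%, with over 100 cells counted and total cytoplasm intensity under 500,000; inconclusive = wells with under 100 cells, flagged as likely toxic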;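 also: U2OS cells stably carrying GPR55 and arrestin-GFP stimulated by 5 µM LPI near EC80; imaged beta-arrestin-GFP aggregate spots per cell after agonist stimulation; plate controls were LPI-stimulated DMSO wells for no effect and DMSO wells without LPI for full effect; some results filed as inactive read as strong as hits; confirmed hits need IC50 under 10 µM and bright autofluorescent wells are also inconclusive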
GPR55 activation: selective activators of receptor GPR55 – imaging, U2OS cells, beta-arrestin-GFP redistribution, primary screen (AID 1961); activation, % at 10 µM; hits with a dose series show EC50 in µM; U2OS GPR55 beta-arrestin-GFP redistribution imaging; higher % means a stronger effect; 290,000 tested, 0.048% active;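 active = activation above 40% with more than 50 cells counted in the well; inconclusive = wells holding fewer than 50 cells, flagged as toxic or sparse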;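 also: U2OS osteosarcoma cells stably expressing GPR55 and beta-arrestin-GFP; plate controls were DMSO negative control for no effect and LPI positive control for full effect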
Large T inhibition: TAg ATPase/helicase activity blockers – biochemical (AID 1903); SV40 large T antigen ATPase/helicase inhibition assay; higher % means a stronger effect; one-dose inhibition, % at 20 µM; IC50 in µM for titrated hits; 310,000 tested, 0.39% active; in the data active = a potency from the dose series; inconclusive = inhibition mostly from about 32% at the one dose, without a potency; inactive = the rest, 99 in 100 with inhibition below about 32%; also: strong numbers were not always called active
T cell HTS: T cell immune modulators affecting CD8 T cell-vesicle binding; AID 2052; calls only at 7 µM; 330,000 tested, 0.068% active; 2C CD8+ T cell-vesicle binding, flow cytometry; active compounds read low;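 active = response, share of CD8 T cells binding vesicles, and their 90th percentile fluorescence all below set limits, cut at about 80% in these data, passing the limit was not always enough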
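Incubation: binding step 1.5 h, 37 °C, antibody labelling 20 min, ice; system: murine 2C transgenic CD8+ T lymphocytes; technique: cytometric PE anti-B7-1 and Alexa647 anti-CD8 signals after 1% paraformaldehyde fixation; also added: QL9-charged Drosophila Ld/ICAM-1/B7-1 vesicles; control set: naked versus QL9-loaded vesicles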
Hep lipid drop: hepatic lipid droplet formation modulation; AML12 mouse hepatocytes, oleate lipid droplets, BODIPY imaging; inhibition, % at 6.5 µM; 240,000 tested, 0.4% active;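 active = lipid droplet intensity inhibited by at least 50%, with more than 500 cells counted; inconclusive = wells with under 300 cells, treated as cytotoxic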
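Material – mouse AML12 hepatocyte cell line, fixed after treatment · Compound dosing – one dose, 6.5 µM compound · Times – compound with oleate, overnight · Measured by – Image-based BODIPY and DAPI two-channel analysis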
NTR1 agonist: NTR1-driven beta-arrestin-GFP spot formation – imaging, U2OS cells, high content, primary screen (AID 493036); P30989; agonist mode; activation, % at 20 µM; 330,000 tested, 0.17% active;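 active = activation at or above 40% of the spot to cytoplasm intensity ratio, with at least 20 cells analyzed; inconclusive = wells under 20 cells, flagged as cytotoxic or low count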;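 also: 0% = DMSO without peptide and 100% = 100 nM NTR1 peptide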
Target sequence (P30989 whole entry, looked up): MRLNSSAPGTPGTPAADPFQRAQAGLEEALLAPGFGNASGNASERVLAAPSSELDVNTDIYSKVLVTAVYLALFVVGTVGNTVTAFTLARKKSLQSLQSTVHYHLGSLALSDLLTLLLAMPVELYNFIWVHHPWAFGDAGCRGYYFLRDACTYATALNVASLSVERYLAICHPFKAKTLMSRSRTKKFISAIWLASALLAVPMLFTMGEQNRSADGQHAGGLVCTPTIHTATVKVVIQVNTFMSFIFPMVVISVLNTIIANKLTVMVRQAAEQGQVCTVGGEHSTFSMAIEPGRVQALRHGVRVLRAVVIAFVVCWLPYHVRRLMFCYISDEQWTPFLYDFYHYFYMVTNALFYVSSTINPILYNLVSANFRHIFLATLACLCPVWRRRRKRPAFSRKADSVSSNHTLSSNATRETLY
GPR35 antagonists: inhibition of zaprinast-stimulated GPR35 beta-arrestin translocation – imaging, U2OS, beta-arrestin-GFP, zaprinast agonist, primary screen (AID 2058); U2OS GPR35 beta-arrestin-GFP translocation imaging, zaprinast antagonism; higher % means a stronger effect; inhibition, % at 10 µM; hits with a dose series show IC50 in µM; 290,000 tested, 0.052% active;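 active = inhibition of at least 50% with at least 30 cells and total cytoplasm GFP at most 10,000,000; inconclusive = under 30 cells or total GFP of 10,000,000 plus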
LYP phosphatase: inhibitors of LYP phosphatase, biochemical, fluorescence intensity, uHTS (AID 1779); recombinant LYP phosphatase, fluorescence intensity; higher % means a stronger effect; inhibition, % at 11.5 µM; hits with a dose series show IC50 in µM; 290,000 tested, 0.054% active; in the data active = inhibition above about 50%;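 also: plate controls were vehicle with enzyme for no effect and no enzyme for full effect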
Hep lipid drop cells 6.5 µM: also measured in Hep lipid drop; calls as there; cell count; measured here: cell count, cytotoxicity flag;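 cells counted across two imaged fields per well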
T cell HTS vesicle-bound %: recorded beside T cell HTS, whose call it bears; double positive events, %; measured here: CD8+ vesicle-bound cell fraction;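 binding gate set so that unloaded-vesicle control wells show 10% double positive cells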
NTR1 agonist cell count 20 µM: recorded beside NTR1 agonist, whose call it bears; cell count; measured here: cell count, cytotoxicity flag
Numbers without * were called inactive; i = inactive; u = inconclusive; x = no result given. No enrichment for hits. Share with any hit: about 1.8%.

SMILES	MgcRacGAP inhibition	GPR55 antagonists	GPR55 activation	Large T inhibition	T cell HTS	T cell HTS vesicle-bound %	Hep lipid drop	Hep lipid drop cells 6.5 µM	NTR1 agonist	NTR1 agonist cell count 20 µM	GPR35 antagonists	LYP phosphatase
NC(=O)C1CCN(C(c2ccccc2F)c2nnnn2Cc2ccco2)CC1 (centres undefined)	-2%	18%	-2.1%	15%	i	39	x	x	-3.9	94	3%	-2%
COc1cccc(NC(=S)NC2CC3CCCC(C2)N3C2CCCC2)c1 (centres undefined)	-26%	9%	-0.2%	9%	i	27	-14	661	0.5	45	0%	-6%
Cc1cc(S(=O)(=O)Nc2ccccc2C(=O)O)ccc1Cl	5%	7%	-0.1%	13%	i	36	-1	719	0.5	93	5%	1%
Cc1ccc(C(C)C)c(OCc2ccc(C(=O)N/N=C/c3cccc(O)c3O)cc2)c1	6%	7%	-0.2%	-2%	i	46	19	539	x	x	-2%	4%
Nc1c(C(=O)Nc2ccc3c(c2)OCCO3)nnn1Cc1ccccc1Cl	4%	x	x	8%	i	26	x	x	1.8	46	x	x
CCC12C(=O)C(CC)(C(c3ccccc3)=C1c1ccccc1)[C@@H]1C(=O)N(c3ccccc3)C(=O)C12 (some centres undefined)	-5%	-4%	-0.2%	1%	i	32	-21	565	0.3	53	5%	3%
C=CCc1cccc2cc(NC(C)=O)c(=O)oc12	9%	1%	0.2%	6%	i	50	17	721	-0.2	63	-17%	-7%
c1ccc(CNc2ncnc3scc(-c4cccs4)c23)nc1	3%	-20%	0.5%	18%	i	56	0	661	4.9	64	-2%	-7%
O=S1(=O)CCN2C(=N1)SC1=C2CCN(Cc2ccccc2)C1	3%	19%	-0.2%	15%	i	43	11	627	0.4	50	-4%	-2%
COc1cc(CCNC(=O)c2cnn3ccccc23)cc(OC)c1OC	3%	-11%	0.3%	3%	i	43	x	x	-2.9	58	-13%	-6%
O=C(COc1ccc(S(=O)(=O)N2CCOCC2)cc1Cl)N1CCOCC1	7%	-2%	0.3%	7%	i	27	-9	713	2.6	53	5%	-9%
COc1ccc(NC(=O)CO/N=C2\CCCc3nonc32)cc1	3%	11%	-0.2%	10%	i	44	17	617	0.1	57	-9%	-4%
COc1cc2c(cc1OC)CN(Cc1ccc(C)cc1)CC2	11%	4%	-0.4%	6%	i	58	13	797	1.9	54	-3%	-6%
O=C(c1ccccc1)c1coc2ccc(O)c(Cl)c12	75µM*	10%	-0.2%	6%	i	47	x	x	0.0	82	12%	-7%
O=C1NCCNC(=O)c2ccccc2OCCOc2ccccc21	-4%	10%	0.4%	7%	i	48	8	589	-0.2	88	-17%	-12%
CCOc1cccc(OCCn2cnc3ccccc3c2=O)c1	5%	1%	-0.3%	6%	i	11	-10	620	-2.0	48	-2%	-7%
CC(C)(C)n1nnnc1C(c1ccccc1F)N(Cc1ccco1)CC1CCCO1 (centres undefined)	2%	-10%	-0.3%	1%	i	38	x	x	-0.5	51	-27%	-8%
O=C(CSCc1ccccc1)Nc1ccc(Cl)cn1	12%	-3%	0.0%	12%	i	32	4	805	1.2	37	-1%	-5%
CC(=O)Nc1ccc(S(=O)(=O)NCc2ccc(C(=O)NCCN3CCCCCC3)cc2)cc1	3%	-5%	-0.3%	10%	i	61	8	719	1.6	64	-2%	-5%
Cc1ccc(C2SCC(=O)N2c2ccccc2)cc1 (centres undefined)	17%	10%	0.3%	3%	i	46	-2	833	-1.4	138	1%	-8%
CN(C)c1ccc(C=Nc2ccccc2)cc1	1%	x	-0.1%	6%	i	20	x	x	0.1	69	5%	-7%
CC(CC(=O)N1CCN(c2ccccc2F)CC1)c1ccccc1 (centres undefined)	4%	-4%	0.9%	-12%	i	49	-6	673	-0.2	43	-7%	-3%
CC1=C2C3OC(=O)C(C)[C@@H]3CC[C@](C)(O)C2C2C3C4C5(C12)[C@H]1OC(=O)[C@@H](C)C1CC[C@]4(C)O[C@]5(C)[C@@H]3O (some centres undefined)	4%	-3%	-0.2%	12%	i	58	-5	713	0.9	94	13%	4%
COc1ccc(CNC(=O)Nc2ccccc2)cc1	5%	-2%	-0.1%	23%	i	21	-10	709	1.2	75	3%	-2%
N#CC(C(=O)Nc1ccccc1)=C1Nc2ccccc2N1	3%	-2%	-0.1%	10%	i	29	18	822	2.8	64	1%	2%
COc1cc(/C=C2\SC(=S)N(CCC(=O)N3CCN(C)CC3)C2=O)cc(OC)c1OC	7%	-1%	-0.2%	19%	i	34	-30	796	2.2	59	-6%	-11%
C=CCn1c(SCC(=O)Nc2ccc3c(c2)CCC3)nc2ccccc2c1=O	10%	17%	-0.2%	7%	i	41	1	657	2.2	81	6%	14%
O=C(c1ccc(Cn2c(=O)[nH]c3ccsc3c2=O)cc1)N1CCN(c2ccccc2)CC1	11%	-2%	-0.8%	18%	i	36	-4	665	0.1	70	-1%	1%
CCC(Sc1nc2ccccc2c2nc3ccccc3n12)C(=O)NCc1ccco1 (centres undefined)	x	19%	-0.1%	2%	i	16	13	769	-0.4	69	19%	-1%
COC(=O)CSc1nc2ccccc2n1CC(=O)N(C(C)C)C(C)C	12%	-2%	0.1%	18%	i	62	x	x	0.3	84	16%	-10%
CCNC(=O)CC1C(=O)N(c2ccc(C)cc2)C(=O)N1CCc1sccc1C (centres undefined)	4%	0%	-0.1%	0%	i	33	3	670	-0.5	39	-4%	-4%
COc1ccc(-c2cc(-c3ccc(Cl)cc3)n[nH]2)c(O)c1	4%	1%	0.6%	8%	i	21	6	700	11	95	0%	3%
CCC1(C)CC(C(N)=S)CCO1 (centres undefined)	18%	-7%	-0.2%	u	i	43	-6	736	0.8	45	2%	-5%
CC(C)Oc1cccc(C(=O)N/N=C/c2ccoc2)c1	7%	-10%	-0.1%	-3%	i	6	-5	681	-0.5	68	-1%	-9%
O=C(CCc1ccccc1)Nc1ccc(S(=O)(=O)N2CCCC2)cc1	2%	5%	0.7%	7%	i	33	-4	702	4.1	44	12%	-10%
COc1ccc(-c2cc(C(=O)Nc3ccc(Br)cc3)no2)cc1	6%	-3%	-0.1%	3%	i	48	-14	812	1.2	91	-16%	-14%
CCN(CC)c1ccc(S(=O)(=O)N2CCOCC2)cc1NC(=O)CSc1nncs1	12%	x	x	13%	i	36	x	x	-0.1	49	x	x
CC(=O)c1ccc(NC(=O)CSc2nc(C)cc(C)c2C(N)=O)cc1	11%	-1%	0.2%	-1%	i	51	0	710	0.8	56	14%	-6%
O=C(NC(=O)c1ccncc1)NC(c1ccccc1)c1ccccc1	7%	11%	-0.1%	5%	i	4	x	x	0.3	65	12%	2%
O=C1CN(S(=O)(=O)c2ccc(Cl)cc2)CC(=O)N1CCc1ccccc1	6%	-6%	-0.1%	22%	i	20	x	x	-2.9	93	15%	-7%
O=C(CN1CCN(c2ccc(F)cc2)CC1)NC(=O)NCc1ccco1	-4%	-4%	-0.2%	13%	i	26	-1	700	-0.2	36	-9%	-4%
CCOc1cc(CNCCc2ccc(S(N)(=O)=O)cc2)ccc1OCc1ccc(Cl)cc1	8%	54%	0.2%	4%	i	16	x	x	14	45	-4%	2%
CC(=O)c1ccc(Oc2cnccn2)cc1	11%	-8%	0.5%	8%	i	62	18	689	0.0	93	3%	-8%
Cn1c(SCc2cc([N+](=O)[O-])cc3c2OCOC3)nnc1-c1ccccn1	16%	-7%	-0.3%	8%	i	61	-10	698	2.1	85	-8%	-3%
N#CCCN(C1CCCCC1)S(=O)(=O)CCOc1ccccc1	0%	0%	-0.2%	8%	i	33	x	x	0.1	29	2%	-4%
COc1ccc(NC(=O)C2CCCN(S(=O)(=O)c3cccc4cccnc34)C2)cc1OC (centres undefined)	5%	-2%	-0.2%	2%	i	60	3	593	3.1	76	2%	-1%
CC(=O)Nc1ccc(C(=O)N/N=C/c2cc(Br)cc(Br)c2O)cc1	6%	-9%	-0.4%	10%	i	71	-8	632	0.0	41	-8%	-4%
Cc1ccc(NC(=S)Nc2ccc3cn[nH]c3c2)cc1C	10%	7%	-0.2%	16%	i	41	-24	658	-1.3	86	3%	3%
O=C(CN(CCc1ccccc1)S(=O)(=O)c1ccc(Br)cc1)N/N=C/c1ccc2c(c1)OCO2	5%	5%	-0.2%	5%	i	24	-6	517	26	71	-2%	-1%
O=C(Nc1c2c(nn1-c1ccccc1)CS(=O)C2)c1ccc(Br)o1 (centres undefined)	10%	10%	-0.1%	15%	i	18	4	723	0.1	49	0%	-2%
CCCCn1c(N)c(N(CCOC)C(=O)c2ccc(S(=O)(=O)N3CCCCC3)cc2)c(=O)[nH]c1=O	7%	x	x	18%	i	16	x	x	1.0	66	x	x
COc1ccc(C2(C)NC(=O)N(CC(=O)NC(C)c3ccc(CC(C)C)cc3)C2=O)cc1 (centres undefined)	7%	6%	-0.1%	16%	i	44	x	x	2.3	85	-7%	-9%
CC(C)c1nc2cc3ccccc3cc2[nH]1	8%	-3%	1.0%	27%	i	50	x	x	0.5	49	-7%	-1%
Cc1ccc(S(=O)(=O)n2cnc3cc([N+](=O)[O-])ccc32)c(C)c1C	7%	2%	0.0%	2%	i	14	x	x	0.9	67	16%	5%
CC(C)(O[C@@H]1O[C@H](CO)[C@@H](O)[C@H](O)[C@H]1O)[C@H]1Cc2cc3ccc(=O)oc3cc2O1	3%	8%	-0.1%	20%	i	32	4	695	2.8	83	1%	-23%

Record cards, as listed above. Order of values: MgcRacGAP inhibition | GPR55 antagonists | GPR55 activation | Large T inhibition | T cell HTS | T cell HTS vesicle-bound % | Hep lipid drop | Hep lipid drop cells 6.5 µM | NTR1 agonist | NTR1 agonist cell count 20 µM | GPR35 antagonists | LYP phosphatase
O=S1(=O)CCN2C(=N1)SC1=C2CCN(Cc2ccccc2)C1 across the screens: 3% | 19% | -0.2% | 15% | i | 43 | 11 | 627 | 0.4 | 50 | -4% | -2%
Cc1ccc(S(=O)(=O)n2cnc3cc([N+](=O)[O-])ccc32)c(C)c1C across the screens: 7% | 2% | 0.0% | 2% | i | 14 | x | x | 0.9 | 67 | 16% | 5%
